Assay outcomes deposited in PubChem by several laboratories.
MC4R barr agon: human MC4R agonism via beta-arrestin; activation, % at 8.9 µM; AID 540308; U2OS MC4R beta-arrestin complementation, luminescence; percent of melanotan II response, DMSO zero; P32245; actives 0.98% (n = 360,000);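 active = activation above a per-plate cutoff, the mean activation of sample wells on that plate plus 3 SD, cut at about 8% in these data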
Target sequence (P32245 whole entry, looked up): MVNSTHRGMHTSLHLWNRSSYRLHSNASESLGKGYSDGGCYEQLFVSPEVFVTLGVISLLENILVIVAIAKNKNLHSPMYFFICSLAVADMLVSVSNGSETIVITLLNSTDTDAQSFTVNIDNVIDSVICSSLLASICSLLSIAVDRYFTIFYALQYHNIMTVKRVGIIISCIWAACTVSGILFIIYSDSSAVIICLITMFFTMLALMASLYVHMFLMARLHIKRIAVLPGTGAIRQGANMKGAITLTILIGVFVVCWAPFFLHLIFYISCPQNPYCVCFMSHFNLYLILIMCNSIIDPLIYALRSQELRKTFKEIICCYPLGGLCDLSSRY
PDI inh: PDI (human) enzyme inhibition; P07237; PDI insulin aggregation turbidity, A650, 90 min; inhibition, % at 10 µM; actives 0.052% (n = 350,000); AID 588391;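 active = mean inhibition across replicates of 30% or more, whatever share of single replicates reach that level; inconclusive = mean inhibition below 30% while every single replicate reaches 30%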;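 note: absorbance from insulin aggregation driven by PDI reduction with DTT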
Glyco luc inh: N-linked glycosylation inhibition; actives 0.23% (n = 360,000); D54 ERlucT glycosylation luciferase reporter, 24 h; percent of 100 nM tunicamycin response; reporter increase, % at 12.5 µM;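 active = mean luciferase reporter signal, scaled so untreated is 0 and the glycosylation-blocking control 100, at or above a set limit in every replicate; inconclusive = mean reaches the limit but not every replicate does; inactive = mean below the limit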;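 note: luciferase carries N-glycosylation sites so blocking glycosylation raises the light; 0% = median of neutral control wells and 100% = median of 100 nM tunicamycin wells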
ABHD5-PLIN5 inh: ABHD5-PLIN5 protein interaction inhibition; Split G. princeps luciferase complementation, luminescence, 4 h; inhibition, % at 4 µM; actives 0.78% (n = 360,000);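 active = inhibition above the mean inhibition across every tested compound plus 3 SD, cut at about 22% in these data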;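 note: 0% = DMSO only wells and the 100% control is not disclosed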
HTR2A ag: mouse HTR2A agonism via beta-arrestin recruitment | P35363 | CHO-K1 mHTR2A beta-arrestin complementation, luminescence; percent of 30 µM serotonin response | activation, % at 7.6 µM | actives 0.66% (n = 360,000) | AID 624169;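 active = activation above a run cutoff, the mean activation of all tested compounds plus 3 SD, cut at about 14% in these data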;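 note: 0% = plate median of compound wells and 100% = 30 µM serotonin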
Target sequence (P35363 whole entry, looked up): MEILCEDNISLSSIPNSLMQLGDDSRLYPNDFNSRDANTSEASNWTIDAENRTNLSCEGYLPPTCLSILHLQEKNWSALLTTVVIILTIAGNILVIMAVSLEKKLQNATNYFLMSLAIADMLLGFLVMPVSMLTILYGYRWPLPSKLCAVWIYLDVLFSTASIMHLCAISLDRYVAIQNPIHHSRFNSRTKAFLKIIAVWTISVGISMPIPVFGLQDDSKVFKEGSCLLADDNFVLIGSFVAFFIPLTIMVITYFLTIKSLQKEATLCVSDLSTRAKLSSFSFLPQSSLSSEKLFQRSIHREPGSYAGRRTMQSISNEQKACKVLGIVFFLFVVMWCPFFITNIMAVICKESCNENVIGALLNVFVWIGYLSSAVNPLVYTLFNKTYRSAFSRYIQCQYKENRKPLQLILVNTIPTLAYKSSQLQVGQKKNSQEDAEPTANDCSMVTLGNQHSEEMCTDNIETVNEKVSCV
MC4R antagonist: antagonists of human melanocortin 4 receptor (MC4R); P32245; MC4R-expressing cells, MTII-stimulated cAMP, LANCE TR-FRET; inhibition, % at 6.5 µM; actives 0.48% (n = 360,000);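 active = inhibition above its plate's cutoff, the mean of tested wells on that plate plus 3 SD, cut at about 29% in these data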;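 note: 0% = Melanotan II alone and 100% = Melanotan II plus saturating MCL0020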
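Material: human MC4R-expressing U2OS cells. Probe or stimulus: Melanotan II challenge. Dosing: 6.5 µM single dose. Times: 30-min compound, 1-h challenge, 1-h detection, room temperature. Technique: TR-FRET with Eu-cAMP and labeled anti-cAMP, 671 nm. Replication: singlicate.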
CaV13 FRET inh: Primary screen for inhibitors of IQ motif and Ca2+-dependent inactivation inhibitor domain binding in CACNA1D, Förster resonance energy transfer in living cells, …. HEK cells, CFP/YFP FRET ICDI-IQ, plate reader, 10 min; percent FRET-ratio fall versus neutral wells. inhibition, % at 12.3 µM. actives 0.098% (n = 340,000). AID 743397;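 active = mean replicate inhibition of at least 30% and at least 1% of replicates passing that level; inconclusive = only one of the two criteria is met; inactive = neither criterion is met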;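 note: 0% = median of the neutral control wells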
Granule exo inh: lytic granule exocytosis inhibition; TALL-104 LAMP-1 surface exposure, flow cytometry; cells stimulated with thapsigargin and PMA; inhibition, % at 10 µM; actives 0.66% (n = 360,000);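 active = inhibition above about 55%, limit read from the data; inconclusive = no clear call, values can overlap the other calls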
ABCB6 inh MLPCN: blocks the human ABCB6 transporter; K562-ABCB6 porphyrin accumulation, flow cytometry, 1 h; active compounds read low; fluorescence ratio to DMSO, % at 10 µM; Q9NP58; actives 0.19% (n = 360,000);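 active = fluorescence ratio to DMSO below 75%, the collection mean minus 3 SD; inconclusive = too few cells collected in the well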;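 note: signal is porphyrin accumulated inside mitochondria; 100% equals median channel fluorescence of DMSO control wells; lower ratio means ABCB6 inhibition with less porphyrin fluorescence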
Cardio protect: protects H9c2 cardiomyocytes from peroxide injury; H2O2 injury protection, ATPLite, 2 h; protection from H2O2 cell death, % at 20 µM; actives 0.63% (n = 360,000); AID 588492;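 active = compounds giving at least 50% protection of heart cells from peroxide-induced death in the single-dose screen, raw or plate-pattern-corrected value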;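 note: 0% = DMSO wells with peroxide and 100% = DMSO wells without peroxide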
The depositor's hits bear a star; ? = inconclusive; nt = no result given.

SMILES | MC4R barr agon | PDI inh | Glyco luc inh | ABHD5-PLIN5 inh | HTR2A ag | MC4R antagonist | CaV13 FRET inh | Granule exo inh | ABCB6 inh MLPCN | Cardio protect
CN(C)Cc1c(O)c(Cl)cc2c3c(c(=O)oc12)CCCC3 | -2.2 | 8.3 | 2.1 | 3.1 | 6.5 | 9.1 | -3.7 | 0.1 | 102.0 | -2.6
CCOC(=O)c1ccc(NC(=O)c2nc[nH]c2C(=O)N[C@H](C)c2ccccc2)cc1 | -1.5 | -1.5 | -4.3 | 10.9 | 7.3 | -2.7 | -10.9 | -1.8 | 90.0 | 39.9
N#CC1=C(N)Nc2nc3ccccc3n2C1c1ccc(F)cc1 (configuration not stated) | 1.5 | -9.9 | 2.7 | 3.9 | 1.9 | 0.6 | -3.6 | -1.0 | 99.0 | -9.8
CCCn1nc2cc(C(=O)NCCc3ccc(C)cc3)ccc2c1OCC | -0.2 | -2.1 | 2.9 | -2.0 | 3.9 | 1.7 | 5.4 | -2.0 | 88.0 | 0.9
O=C(NNC(=O)C1CCN(Cc2ccccc2)CC1)c1cccs1 | -0.6 | -5.7 | 1.0 | -6.0 | 1.0 | 11.2 | -2.0 | 0.1 | 100.0 | 1.9
CCN1CCSc2ccc(C(=O)NCc3ccccc3Br)cc21 | -0.8 | nt | -1.5 | 5.5 | -0.4 | 4.7 | -6.6 | -1.0 | 98.0 | 1.0
CC(=O)c1ccc(OCC(=O)NCCC2=CCCCC2)cc1 | 1.1 | 6.1 | 0.1 | 1.1 | 7.1 | 0.2 | -6.2 | -1.4 | 99.0 | 1.8
CC(C)CNC(=O)c1cccc(Cn2cc(Cl)cn2)c1 | -1.7 | -3.4 | 0.5 | 1.4 | -2.2 | 3.3 | nt | -6.1 | 95.0 | -5.3
Cc1cccc(CN2CCC(N3CC(C)OC(C)C3)CC2)c1 (configuration not stated) | -0.4 | 0.2 | 2.7 | 0.0 | 2.8 | -4.3 | -3.6 | 11.2 | 108.0 | 3.2
COc1cc(NC(=O)CSCc2cnn(-c3ccccc3)c2-n2cccc2)cc(OC)c1 | 2.4 | 10.8 | 2.1 | 0.5 | 1.9 | 21.4 | -5.6 | -3.5 | 109.0 | 13.7
CCCc1cc(C(N)=O)c(NC(=O)c2cc(C)on2)s1 | 2.0 | -5.7 | 0.5 | 1.1 | 1.3 | 2.1 | -8.2 | -1.7 | 93.0 | -6.1
Cc1ccc(NC(=O)c2cccc(OCc3c(C)noc3C)c2)cc1 | 2.0 | 5.3 | 2.6 | 4.8 | -1.0 | 2.3 | -6.3 | -2.7 | 91.0 | -9.5
NC12NC(=O)C3(O)C4C5CC(C6C5C3C61)C42 (configuration not stated) | -1.6 | 1.6 | 1.9 | -2.5 | 1.2 | -0.5 | -3.6 | -4.3 | 103.0 | 3.6
O=C1CSC(c2ccccc2)N1c1ccc([N+](=O)[O-])cc1 (configuration not stated) | -0.4 | -1.9 | -0.3 | -3.9 | -2.6 | 0.3 | -6.3 | -6.8 | 94.0 | -1.3
CCC(=O)c1ccc(N2CCN(C(=O)c3ccccc3Br)CC2)c(F)c1 | -1.2 | -5.5 | -2.1 | 5.7 | 4.3 | -4.6 | 2.7 | 0.2 | 98.0 | -21.6
O=C1C=C(c2ccccc2)C(c2ccccc2)C1 (configuration not stated) | -1.3 | 10.6 | 0.1 | 0.8 | 7.0 | -1.4 | -2.2 | -4.0 | 98.0 | 1.0
CCC(=O)NCc1c(Cl)cccc1-n1cccc1 | -2.2 | -0.6 | 3.4 | 3.7 | 0.4 | 12.3 | nt | -1.3 | 107.0 | 5.7
CC(=O)c1c(O)cc(=O)n(-c2ccccc2)c1-c1cccc2ccccc12 | -0.3 | 4.8 | 0.3 | 4.4 | 2.2 | -4.8 | -5.0 | -0.1 | 97.0 | 11.4
O=C(Nc1cccc(Br)c1)c1ccc(CN2CCc3ccccc3C2)cc1 | 3.1 | 6.8 | -2.4 | -2.2 | -0.1 | 1.7 | -21.2 | 20.9 | 93.0 | -15.0
COc1ccc(CCN=C(N)NS(=O)(=O)c2ccc(C)cc2)cc1OC | 0.1 | 9.8 | -0.2 | -0.1 | -3.7 | 21.4 | -6.7 | 4.7 | 102.0 | 5.6
Cc1cc(-n2[nH]c(C)c(C)c2=O)nc(-c2ccccc2O)n1 | -0.2 | 8.1 | 3.9 | 8.6 | -4.3 | 1.2 | -7.3 | -2.7 | 105.0 | 32.1
CCCC(c1nnnn1CCOC)N1CCN(Cc2ccccc2)CC1 (configuration not stated) | 2.3 | 11.3 | -1.7 | 2.9 | 5.3 | -0.5 | nt | -6.5 | 86.0 | 3.3
COC(=O)CSc1nnc(CNC(=O)c2ccccc2OC)n1C | 0.4 | -14.8 | -0.1 | 2.2 | 4.0 | -0.8 | -3.7 | 1.2 | 100.0 | 3.8
C/C(=N/OC(=O)c1ccccc1Br)c1ccc(C)cc1 | -0.3 | -4.9 | 0.1 | 0.4 | 3.4 | -2.8 | -4.4 | -12.2 | 95.0 | -17.1
NC(=O)CC(NC(=O)Cc1ccc(Br)cc1)c1ccc(NCc2ccccn2)c([N+](=O)[O-])c1 (configuration not stated) | -1.4 | -2.0 | 0.4 | 2.7 | -1.0 | 0.5 | -2.8 | -7.6 | 99.0 | 4.3
(continued)
SMILES | MC4R barr agon | PDI inh | Glyco luc inh | ABHD5-PLIN5 inh | HTR2A ag | MC4R antagonist | CaV13 FRET inh | Granule exo inh | ABCB6 inh MLPCN | Cardio protect
O=C(Nc1ccccc1C(=O)N1CCCCC1)C1CCCCC1 | -0.7 | -3.0 | 2.1 | 0.2 | -2.0 | 17.9 | nt | 0.5 | 106.0 | 1.8
O=S(=O)(c1ccccc1)N(Cc1ccccn1)Cc1ccccn1 | 0.4 | -1.5 | -0.4 | 0.7 | -6.3 | 4.1 | -3.5 | -13.7 | 98.0 | 15.7
CC(=O)c1ccc(OCCCC(=O)N2CCN(S(=O)(=O)c3cc(C)ccc3C)CC2)cc1 | -0.3 | 1.2 | -3.6 | -5.9 | -6.8 | -5.0 | -3.8 | -0.9 | 89.0 | 7.3
O=[N+]([O-])c1ccc2c(c1)nc1n2CCN(c2ccccc2)C1 | -1.1 | 2.2 | 0.6 | 10.0 | -0.6 | 5.6 | -14.6 | -6.2 | 99.0 | -9.2
COc1ccc(-c2csc(NC(=O)Nc3ccccc3)n2)cc1 | 0.9 | -6.7 | -1.6 | -7.6 | 18.9* | 2.3 | -17.1 | ? | 94.0 | -1.9
N#CCCN=C(NS(=O)(=O)c1ccccc1)c1ccccc1 | 1.5 | -3.1 | 2.3 | 6.6 | -3.9 | -1.8 | -2.9 | -1.0 | 103.0 | 2.2
COc1cccc(S(=O)(=O)N(C)C[C@H]2Oc3ncc(Br)cc3C(=O)N([C@H](C)CO)C[C@H]2C)c1 | -3.0 | 1.6 | 0.4 | -3.1 | -0.8 | -1.9 | nt | 1.5 | 93.0 | -9.9
CCc1nnc(SCC(=O)Nc2ccc(NC(C)=O)cc2)n1-n1cccc1 | 0.6 | -0.6 | 0.2 | -9.3 | 8.0 | 5.7 | nt | 2.7 | 105.0 | -2.9
CCc1ccc(CN(C)Cc2nc(-c3cccc(Cl)c3)no2)nc1 | 0.0 | 1.7 | 0.3 | -1.0 | -2.3 | -8.0 | -6.0 | 2.1 | 101.0 | 6.1
CCOC(=O)N1CCN(C/C(C)=C/c2ccccc2)CC1 | -1.1 | 6.1 | -1.5 | 3.6 | 17.9* | 2.1 | -8.0 | 0.7 | 95.0 | 1.0
CN1CCN(c2ccc(C(CC(N)=O)NC(=O)Cc3cccc4ccccc34)cc2[N+](=O)[O-])CC1 (configuration not stated) | -2.0 | 10.4 | 0.7 | 3.3 | -3.3 | 9.5 | -10.2 | 9.5 | 97.0 | 1.6
Cc1ccc(-c2noc(CCC(=O)Nc3ccc(C)cn3)n2)cc1 | -0.4 | -3.0 | -0.5 | 6.7 | 0.1 | -3.6 | -2.9 | 4.2 | 95.0 | -8.0
CC(=O)N(CCC1(C(C)C)CCOC(C)(C)C1)C(C)c1cccs1 (configuration not stated) | -2.7 | -5.5 | 1.3 | -1.6 | -6.6 | -3.8 | -1.3 | 4.6 | 100.0 | -0.9
COc1ccc(C(=O)c2cc([N+](=O)[O-])ccc2N2CCOCC2)cc1 | -2.8 | 3.3 | 16.2 | -5.8 | 0.0 | -11.2 | -1.9 | 35.4 | 96.0 | -1.0
Cc1cc(C)cc(NS(=O)(=O)c2ccc(F)cc2)c1 | 2.1 | -9.6 | -1.5 | -1.1 | 0.1 | 6.1 | 3.3 | -3.5 | 98.0 | 0.6
Cc1ccc(S(=O)(=O)CCC(=O)NCc2ccco2)cc1 | -0.9 | 2.7 | -1.0 | 3.5 | -0.7 | 2.6 | nt | -1.3 | 90.0 | 4.5
CC(C)n1nccc1NC(=O)COC(=O)c1ccc(NC(N)=O)cc1 | -0.8 | -5.1 | 1.9 | -0.6 | -0.2 | 0.1 | -2.6 | 15.4 | 100.0 | 4.1
N#CCOc1nc(N2CCOCC2)nc(N2CCOCC2)n1 | -1.6 | 1.2 | 2.0 | -3.8 | -1.9 | -1.6 | -5.9 | 2.2 | 99.0 | 6.0
CC1CCN(C(=O)C(Cc2ccccc2)NS(=O)(=O)c2ccc3c(c2)oc(=O)n3C)CC1 (configuration not stated) | 0.8 | 5.9 | 1.5 | 7.7 | -0.2 | 2.7 | -5.3 | 0.4 | 96.0 | 6.8
CC(C)(C)NC(=O)CSc1nc(N)c(-c2ccccc2)c(=O)[nH]1 | 1.6 | 2.2 | 1.3 | 0.8 | 4.9 | 5.6 | -3.0 | -4.9 | 89.0 | 1.1
CC(C)(C)NC(=O)Cn1c(SCC(=O)NCc2cccs2)nc2ccccc21 | -0.7 | -1.0 | -0.9 | -3.4 | 3.6 | -3.1 | -7.1 | -0.5 | 103.0 | 1.5
CCOc1ccc(-n2c(SCC(=O)Nc3ccc(Br)cc3)nc3n[nH]c(C)c3c2=N)cc1 | 16.6* | 20.1 | 10.4 | 0.4 | -2.6 | 1.6 | -1.5 | -4.5 | 90.0 | 3.5
CCOC(=O)/C=C1\SCC(=O)N1CC(=O)Nc1ccccc1OC(F)F | -0.5 | -5.1 | -0.8 | -1.9 | -3.5 | 7.7 | nt | 6.2 | 113.0 | 3.0
O=C(O)/C=C/C(=O)Nc1cc(F)ccc1F | 0.6 | 5.2 | 0.6 | 7.5 | 1.7 | -0.8 | -1.8 | -3.6 | 100.0 | -1.9
N#Cc1ccc(S(=O)(=O)Nc2ccccc2N2CCOCC2)cc1 | -0.1 | 5.7 | -0.4 | 2.6 | -6.5 | 1.1 | -2.1 | 8.9 | 102.0 | -1.9
O=C(CCN1C(=O)/C(=C\c2ccccc2F)SC1=S)Nc1ccc(C(=O)O)c(O)c1 | -2.9 | -0.8 | -1.3 | 3.0 | -1.5 | 10.7 | -2.8 | 0.9 | 96.0 | -3.2
